Compound activity from PubChem BioAssay.
TRPC4 PAM = allosteric potentiators of mouse TRPC4 channel | Q9QUQ5 | HEK293 TRPC4beta/mu-opioid, DAMGO EC20, Fluo-4 Ca2+ flux; hits give high values | B-score at 10 µM | actives 0.42% (n = 310,000) | AID 2227;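 active = B-score of calcium response area above 5 SD of library B-scores, with initial fluorescence ratio within 5 SD of library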;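 also: B-score of integrated fluorescence ratio over time as area under calcium response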
Target sequence (Q9QUQ5 whole entry, looked up): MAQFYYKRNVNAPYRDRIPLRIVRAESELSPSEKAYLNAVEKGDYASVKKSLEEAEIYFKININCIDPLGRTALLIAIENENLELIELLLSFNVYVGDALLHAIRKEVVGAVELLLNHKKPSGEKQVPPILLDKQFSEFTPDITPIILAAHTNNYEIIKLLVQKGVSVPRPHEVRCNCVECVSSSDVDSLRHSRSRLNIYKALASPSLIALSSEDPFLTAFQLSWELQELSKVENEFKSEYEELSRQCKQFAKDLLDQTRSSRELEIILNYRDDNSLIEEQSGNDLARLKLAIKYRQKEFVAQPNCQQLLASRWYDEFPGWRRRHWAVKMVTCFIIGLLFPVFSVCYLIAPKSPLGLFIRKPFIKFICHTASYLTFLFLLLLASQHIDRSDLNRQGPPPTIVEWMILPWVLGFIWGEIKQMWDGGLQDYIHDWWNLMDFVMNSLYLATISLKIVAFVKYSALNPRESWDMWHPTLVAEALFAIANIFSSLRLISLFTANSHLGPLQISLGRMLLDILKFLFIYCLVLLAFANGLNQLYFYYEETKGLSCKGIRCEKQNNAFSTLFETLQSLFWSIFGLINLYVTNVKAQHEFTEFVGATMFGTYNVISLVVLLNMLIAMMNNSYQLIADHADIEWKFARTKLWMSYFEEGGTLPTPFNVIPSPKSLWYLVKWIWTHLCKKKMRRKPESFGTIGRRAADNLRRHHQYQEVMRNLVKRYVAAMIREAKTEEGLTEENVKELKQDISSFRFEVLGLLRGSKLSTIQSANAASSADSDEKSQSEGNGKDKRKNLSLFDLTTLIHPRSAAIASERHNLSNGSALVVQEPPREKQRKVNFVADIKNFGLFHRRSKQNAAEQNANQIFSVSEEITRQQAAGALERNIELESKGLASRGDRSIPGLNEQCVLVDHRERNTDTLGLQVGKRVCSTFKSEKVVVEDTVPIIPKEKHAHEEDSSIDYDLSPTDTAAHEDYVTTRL
TMEM16A act = activates or potentiates the mouse TMEM16A chloride channel; HEK293 TMEM16A/YFP-H148Q/I152L, iodide quench fluorescence; hits give low values; B-score at 10 µM; actives 0.3% (n = 340,000);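 active = fluorescence-ratio B-score plate-corrected deviation score at least 3 library SD below zero, with starting fluorescence score within 5 deviations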;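 also: channel opened by trigger with iodide after compound preincubation; score built on the fluorescence ratio of max minus min over baseline; more negative score means more quench and so TMEM16A activation or potentiation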
TRPC6 inh = mouse TRPC6 channel inhibition | HEK293-TRPC6, membrane potential dye, ACh-evoked depolarization; hits give low values | actives 1.1% (n = 310,000) | Q61143 | B-score at 10 µM;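 active = B-score under library mean minus 3 SD, initial fluorescence not abnormally high, positive integrated signal ratio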;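 also: B-score derived from integrated fluorescence ratio over the kinetic read; more negative B-score means stronger inhibition of depolarization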
MrgX1 PAM = allosterically activates human MrgX1 receptor signaling; Q96LB2; MrgX1-HEK293, Fluo-4 calcium flux, FDSS; hits give high values; B-score at 10 µM; actives 0.63% (n = 310,000); AID 588675;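 active = plate-corrected calcium response at least 3 library SD above typical, normal starting fluorescence, not activating the receptor alone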;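 also: compound read alongside a low EC10 to EC30 dose of BAM8-22 agonist; peak minus trough fluorescence over baseline measured at the second addition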
SKKanGAS inh = inhibitors of SKKanGAS S. pyogenes growth in kanamycin (SK-promoter or general growth effect); BacTiter-Glo, 6 h; inhibition, % at 7.5 µM; actives 1.3% (n = 300,000); AID 1662;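 active = mean replicate score, as percent of positive control median, at least 50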;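 also: strain carries kanamycin resistance gene driven by streptokinase promoter and grows in 40 µg/ml kanamycin; loss of luminescence reflects streptokinase promoter inhibition or plain growth inhibition; 0% = median of DMSO wells and 100% = positive control at its reference dose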
MrgX1 antag = antagonists of human MrgX1 receptor; B-score at 10 µM; actives 1.3% (n = 310,000); AID 588676; MRGX1-HEK293 calcium flux, Fluo-4, BAM8-22 antagonism; hits give low values; Q96LB2;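 active = calcium-response B-score plate-corrected more than 3 library SD below zero, starting fluorescence within 5 deviations, no agonist response on first addition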;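 also: peak minus trough fluorescence over baseline after final BAM8-22 challenge near maximal dose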
TMEM16A inh = inhibitors of mouse TMEM16A calcium-activated chloride channel | Q8BHY3 | HEK293 TMEM16A/YFP iodide influx fluorescence, ionomycin | normalized B-score (activity score, 25-100; higher = stronger inhibition) at 10 µM | actives 1.2% (n = 310,000) | AID 588511;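 active = ratio plate-corrected score three or more library SD toward inhibition, starting fluorescence score within five deviations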;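 also: score derived from kinetic fluorescence span divided by baseline fluorescence per well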
TRPC6 activator = activators of mouse TRPC6 channel | B-score at 10 µM | HEK293-TRPC6 membrane potential dye fluorescence; hits give high values | actives 0.13% (n = 310,000) | AID 2550 | Q61143;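 active = B-score of the integrated fluorescence ratio above library mean plus 3 SD, and starting fluorescence ratio within library mean plus 5 SD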;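 also: higher score means more depolarization so channel activation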
TRPC4 agonist = opens the mouse TRPC4 cation channel | Q9QUQ5 | HEK293 TRPC4beta/mu-opioid, Fluo4 calcium fluorescence; hits give high values | B-score at 10 µM | actives 0.49% (n = 310,000) | AID 2237;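 active = B-score above 5 SD of library B-scores, and initial fluorescence ratio not above library mean plus 5 SD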;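 also: positive B-score marks a calcium rise read as TRPC4 activation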
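system = HEK293 cells stably co-expressing mouse TRPC4beta and mu-opioid receptor | schedule = Fluo4 dye loading 45 min at room temperature, 110 s recording | measure = B-scored integrated calcium fluorescence ratio | signal = Fluo4 calcium-sensitive dye fluorescence, kinetic, 1 Hz baseline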
MrgX1 agonist = human MrgX1 receptor agonism, primary screen. MrgX1-HEK293 cells, Fluo-4 calcium fluorescence, agonist mode; hits give high values. B-score at 10 µM. AID 588627. actives 0.44% (n = 310,000). Q96LB2;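 active = calcium response B-score plate-corrected fluorescence ratio at least 3 library SD, with starting fluorescence B-score inside 5 SD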
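Test system: HEK293 cells stably expressing human MrgX1 receptor; Input: fifteen thousand cells per well; Dosing: compound delivered in addition one of three; Schedule: overnight seeding, then 1 h dark dye loading; Technique: Fluo-4 NW calcium fluorescence; Measure: B-scored fluorescence response ratio; Controls: positive and negative controls per plate.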
TRPC4 block = blocks the mouse TRPC4 cation channel; AID 2247; B-score at 10 µM; Q9QUQ5; HEK293 TRPC4beta/mu-opioid, DAMGO-evoked Fluo4 calcium flux; hits give low values; actives 0.39% (n = 300,000);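 active = B-score over 3 SD under the library average, no early fluorescence shift, positive overall ratio signal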
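Test system – stable TRPC4beta/mu-opioid receptor HEK293 cells · Probe or stimulus – DAMGO, a submaximal dose followed by a maximal one · Dosing – one concentration per compound · Signal – Fluo4 calcium fluorescence by kinetic imaging, 5 s 1 Hz baseline · Evaluation – per-well B score of integrated baseline-normalized Fluo4 ratio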
Active calls of the source: *; i = inactive; / = no result given.

Structure | TRPC4 PAM | TMEM16A act | TRPC6 inh | MrgX1 PAM | SKKanGAS inh | MrgX1 antag | TMEM16A inh | TRPC6 activator | TRPC4 agonist | MrgX1 agonist | TRPC4 block
Cc1c(C)n(CCC(=O)O)c2ccccc12 | i | i | i | i | -7.5 | i | i | i | i | i | i
COC(=O)COc1ccc(Cl)cc1C1Nc2ccccc2C(=O)N1c1ccc(OC)cc1 (stereo unspecified) | i | i | i | i | -8.2 | i | i | i | i | i | i
Cc1c(C(=O)NC(C)c2ccncc2)oc2ccccc12 (stereo unspecified) | i | i | i | i | 0.0 | i | i | i | i | i | i
Cc1ccccc1Nc1c(N)c(=O)oc2ccccc12 | i | i | i | i | -6.1 | i | i | i | i | i | i
COc1ccc(N2C(=O)c3ccccc3NC2c2ccc(OC)c(CN3CCOCC3)c2)cc1 (stereo unspecified) | i | i | i | i | 2.2 | i | i | i | i | i | i
CC(C)NC(=O)[C@H]1N2C(=O)c3ccccc3C2SC1(C)C (stereo partly specified) | i | i | i | i | 0.9 | i | i | i | i | i | i
CCCN1Cc2cccc(C(=O)NCCCOC(C)C)c2C1=O | i | i | i | i | 6.0 | i | i | i | i | i | i
Cc1onc(-c2c(Cl)cccc2Cl)c1NC(=O)NNc1c(Cl)cncc1Cl | i | i | i | i | -2.4 | i | i | i | i | i | i
O=C(Nc1cccc(S(=O)(=O)N2CCOCC2)c1)c1cn(-c2ccccc2)nc1-c1ccccc1 | i | i | i | i | 13.3 | i | i | i | i | i | i
CCOC(=O)Cn1nc(C)c([N+](=O)[O-])c1C | i | i | i | i | 0.5 | i | i | i | i | i | i
c1csc(-c2cn3c(n2)SCC3)c1 | i | i | i | i | 4.9 | i | i | i | i | i | i
Cc1ccc2c(C(=O)CN3CCCCC3)c(C)[nH]c2c1 | i | i | i | i | -5.2 | i | i | i | i | i | i
O=C(COc1ccccc1)N1CCN=C1SCc1ccccc1F | i | i | i | i | 2.5 | i | i | i | i | i | i
CC1SC(c2ccc(F)cc2)N(CCc2ccccc2)C1=O (stereo unspecified) | i | i | i | i | 38.8 | i | i | i | i | i | i
COCCN1C(=O)C(=O)/C(=C(/O)c2ccc(S(=O)(=O)N3CCCCC3)cc2)C1c1ccc(OC)cc1 (stereo unspecified) | i | i | i | i | -2.6 | i | i | i | i | i | i
CC(C)Cc1nc(N2CCN(C(=O)c3ccccc3)CC2)c(C#N)c2c1CCC2 | 13* | i | i | i | 6.8 | i | i | i | i | i | i
O=C(Nc1ccc(Cl)cn1)c1ccc2ccccc2n1 | i | i | i | i | 0.8 | i | i | i | i | i | i
CC(=O)N1CCN(S(=O)(=O)c2cccc(C(=O)Nc3ccccc3N3CCOCC3)c2)CC1 | i | i | i | i | 4.0 | i | i | i | i | i | i
Cc1cc(Cl)c(S(=O)(=O)N2CCSCC2)cc1OCC(=O)NC1CCCCC1 | i | i | i | i | -2.1 | i | 100* | i | i | i | i
Cc1cc(-c2ccccc2)[nH]c(=O)c1S(=O)(=O)c1ccccc1 | i | i | i | i | 5.5 | i | i | i | i | i | i

Three of the compounds above, with two lines to a compound:
Every second line gives: TRPC4 PAM | TMEM16A act | TRPC6 inh | MrgX1 PAM | SKKanGAS inh | MrgX1 antag | TMEM16A inh | TRPC6 activator | TRPC4 agonist | MrgX1 agonist | TRPC4 block
CC(C)Cc1nc(N2CCN(C(=O)c3ccccc3)CC2)c(C#N)c2c1CCC2
 : 13* | i | i | i | 6.8 | i | i | i | i | i | i
O=C(Nc1ccc(Cl)cn1)c1ccc2ccccc2n1
 : i | i | i | i | 0.8 | i | i | i | i | i | i
CC(=O)N1CCN(S(=O)(=O)c2cccc(C(=O)Nc3ccccc3N3CCOCC3)c2)CC1
 : i | i | i | i | 4.0 | i | i | i | i | i | i

The list continues.
Structure | TRPC4 PAM | TMEM16A act | TRPC6 inh | MrgX1 PAM | SKKanGAS inh | MrgX1 antag | TMEM16A inh | TRPC6 activator | TRPC4 agonist | MrgX1 agonist | TRPC4 block
O=c1c(=Nc2ccccc2O)c(=O)c2ccccc12 | i | i | i | i | 1.0 | i | i | i | i | i | i
Cc1ccc(-n2ccn(CC(=O)NCCc3ccccc3)c(=O)c2=O)cc1C | i | i | i | i | -1.0 | i | i | i | i | i | i
CC(=O)NCCc1nc2ccccc2n1CCCCOc1ccccc1 | i | i | i | i | -2.8 | i | i | i | i | i | i
CC(=O)Nc1ccc(NC(=O)C(C)OC(=O)c2cc(S(=O)(=O)N(C)C)ccc2N2CCCC2)cc1 (stereo unspecified) | i | i | i | i | 13.7 | i | i | i | i | i | i
CCCCN(C)C(=O)c1nc2ccccn2c1CN1CCN(c2ncccn2)CC1 | i | i | i | i | 5.1 | i | i | i | i | i | i
CCc1ccc(-c2cc(C)no2)cc1S(=O)(=O)Nc1ccc(Cl)cn1 | i | i | i | i | 0.3 | i | i | i | i | i | i
Cc1ccc2c(c1)N(C)/C(=C/c1cccc[n+]1CCO)S2 | i | i | i | i | 0.7 | i | i | i | i | i | i
COc1ccc(OC(C)c2ccc(C#N)c(=O)[nH]2)cc1 (stereo unspecified) | i | i | i | i | 4.2 | i | i | i | i | i | i
CCOC(=O)C1/C(=N\O)CC(C)(O)C(C(=O)OCC)C1c1ccc(OC)c(OC)c1 (stereo unspecified) | i | i | i | i | 2.0 | i | i | i | i | i | i
O=C(NCC(O)c1ccc([N+](=O)[O-])cc1)Nc1ccccc1 (stereo unspecified) | i | i | i | i | -2.2 | i | i | i | i | i | i
CC(C)OC(=O)c1cccnc1SCC(=O)N(C)c1ccccc1 | i | i | i | i | -0.2 | i | i | i | i | i | i
O=C1CC(c2ccc(Cl)cc2)SC(N(c2ccccc2)c2ccccc2)=N1 (stereo unspecified) | i | i | i | i | -6.2 | i | i | i | i | i | i
COc1ccc(OC)c(/C=C/C(=O)N2C(=O)c3cccc(N)c3C2=O)c1 | i | i | i | i | 1.4 | i | i | i | i | i | i
Cc1ccc(C)c(NC(=S)N(Cc2cccc(Br)c2)CC2CCC(C(=O)O)CC2)c1 (stereo unspecified) | i | i | i | i | -31.2 | i | i | i | i | i | i
CC(C)(C)/C(O)=C(/C#N)c1nc2ccccc2[nH]1 | i | i | i | i | 8.7 | i | i | i | i | i | i
O=c1[nH]c(=S)[nH]c2scc(-c3ccc(Br)cc3)c12 | i | i | i | i | 43.5 | i | i | i | i | i | i
CCOc1ccc(NC(=O)COC(=O)c2ccc3c(c2)C(=O)N(CCc2ccccc2)C3=O)cc1 | i | i | i | i | 0.5 | i | i | i | i | i | i
CCOc1c2ccoc2nc2c(OC)c(OC)ccc12 | i | i | -5.37* | i | -0.7 | -5.68* | i | i | i | i | i
O=S(=O)(c1ccc(Cl)cc1)n1ccc2cccnc21 | i | i | i | i | 5.3 | i | i | i | i | i | i
Cc1nnc(NC(=O)c2cccc(F)c2)s1 | i | i | i | i | 3.4 | i | i | i | i | i | i
Cc1ccc(C(=O)O)c(C(=O)Nc2nc(C)cs2)c1 | i | i | i | i | / | i | i | i | i | i | i
O=C(Nc1ccccc1)/C(=C1\CCCN1)[N+](=O)[O-] | i | i | i | i | 5.5 | i | i | i | i | i | i
OC(COCc1cccs1)CN1CCN(c2ccccc2Cl)CC1 (stereo unspecified) | i | i | i | i | -2.2 | i | i | i | i | i | i
O=C(NCCCn1ccnc1)/C(=C\c1ccccc1Cl)NC(=O)c1ccccc1 | i | i | i | i | 23.6 | i | i | i | i | i | i
CCn1c(=S)sc2nc(C)sc21 | i | i | i | i | -5.6 | i | i | i | i | i | i
COc1ccccc1CNc1ccc(CNc2ncn[nH]2)cc1 | i | i | i | i | 16.7 | i | i | i | i | i | i
O=C(O)c1ccc(Nc2nc(-c3ccccc3)cs2)cc1 | i | i | i | i | -26.4 | i | i | i | i | i | i
CCN(CC(=O)NC1CCS(=O)(=O)C1)c1nc(-c2ccccc2)nc2ccccc12 (stereo unspecified) | i | i | i | i | 5.8 | i | i | i | i | i | i
O=C(O)CC1Oc2ccc(Cl)cc2NC1=O (stereo unspecified) | i | i | i | i | -3.6 | i | i | i | i | i | i
CCCOc1cccc(C(=O)NCCCNC(=O)c2cccnc2)c1 | i | i | i | i | -5.0 | i | i | i | i | i | i
CC(C)N1CCC2(CC1)C(C#N)=C(N)NC(S)=C2C#N | i | / | i | i | -13.8 | i | i | i | i | i | i
Nc1c([N+](=O)[O-])cnnc1-c1ccccc1 | i | i | i | i | -4.3 | i | i | i | i | i | i
COC1=C/C(=C/c2c(N)n3cc(C)sc3nc2=O)C=CC1=O | i | i | i | i | -1.0 | i | i | i | i | i | i
CC1(C)Cc2c(sc(NC(=O)COc3cccc4ccccc34)c2C#N)C(C)(C)N1 | i | i | i | i | 1.6 | i | i | i | i | i | i
CC1CCN(C(=O)CSc2nc(=O)n3ccccc3n2)CC1 | i | i | i | i | 29.2 | i | i | i | i | i | i
COc1cc(COc2ccc3c(C)c(Cc4ccccc4)c(=O)oc3c2)cc(OC)c1OC | i | i | i | i | 3.4 | i | i | i | i | i | i
Cc1cccnc1NC(=O)CSc1nnc(Cc2ccccc2)o1 | i | i | i | i | 0.9 | i | i | i | i | i | i
CC(=O)c1ccc(OC(=O)CN2C(=O)c3ccccc3C2=O)cc1 | i | i | i | i | -3.1 | i | i | i | i | i | i
O=C(Nc1cccc([N+](=O)[O-])c1)Nc1cccs1 | i | i | i | i | 10.9 | i | i | i | i | i | i
O=C(NC(=S)Nn1cnnc1)c1ccc(F)cc1Cl | i | i | i | i | 2.1 | i | i | i | i | i | i
COc1ccc(C(=O)N2CCOC2CNC(=O)C(=O)NCc2ccc3c(c2)OCO3)cc1 (stereo unspecified) | i | i | i | i | 5.5 | i | i | i | i | i | i
O=C(c1cccs1)N1CCC(c2ccccc2)C1 (stereo unspecified) | i | i | i | i | 4.4 | i | i | i | i | i | i
